# Screening data as filed in PubChem BioAssay.
# USP17 inh = inhibitors of human USP17 deubiquitinase. Ubiquitin carboxyl-terminal hydrolase 17-like protein 5 (Homo sapiens), A8MUK1. purified USP17, Ub-rhodamine cleavage fluorescence, 3 h. inhibition, % at 50 µM. 47,000 compounds, 6.5% hits. AID 1645855, 2021
# USP30 block = inhibitors of human USP30 deubiquitinase; Ubiquitin carboxyl-terminal hydrolase 30 (Homo sapiens), Q70CQ3; purified USP30, Ub-rhodamine cleavage fluorescence; inhibition, % at 25 µM; 47,000 compounds, 5.3% hits; AID 1645860, 2021
# OTUD3 block = inhibitors of human OTUD3 deubiquitinase; purified OTUD3, Ub-rhodamine fluorescence, 2 h; inhibition, % at 25 µM; 47,000 compounds, 0.7% hits; AID 1645858, 2021
# USP28 inh = inhibitors of human USP28 deubiquitinase. Ubiquitin carboxyl-terminal hydrolase 28 (Homo sapiens), Q96RU2. purified USP28, Ub-rhodamine cleavage fluorescence, 30 min. inhibition, % at 25 µM. 47,000 compounds, 3% hits
# USP10 inh = inhibitors of human USP10 deubiquitinase; 47,000 compounds, 1.1% hits; inhibition, % at 20 µM; Ubiquitin carboxyl-terminal hydrolase 10 (Homo sapiens), Q14694; purified USP10, Ub-rhodamine fluorescence, 60 min
# USP7 block = inhibitors of human USP7 deubiquitinase. Ubiquitin carboxyl-terminal hydrolase 7 (Homo sapiens), Q93009. purified USP7, Ub-rhodamine cleavage fluorescence. inhibition, % at 20 µM. 47,000 compounds, 0.3% hits. AID 1645854, 2021
# USP8 block = inhibitors of human USP8 deubiquitinase | AID 1645853, 2021 | purified USP8, Ub-rhodamine cleavage fluorescence, 30 min | inhibition, % at 20 µM | Ubiquitin carboxyl-terminal hydrolase 8 (Homo sapiens), P40818 | 47,000 compounds, 4.2% hits
# Target sequence (P40818 whole entry, looked up): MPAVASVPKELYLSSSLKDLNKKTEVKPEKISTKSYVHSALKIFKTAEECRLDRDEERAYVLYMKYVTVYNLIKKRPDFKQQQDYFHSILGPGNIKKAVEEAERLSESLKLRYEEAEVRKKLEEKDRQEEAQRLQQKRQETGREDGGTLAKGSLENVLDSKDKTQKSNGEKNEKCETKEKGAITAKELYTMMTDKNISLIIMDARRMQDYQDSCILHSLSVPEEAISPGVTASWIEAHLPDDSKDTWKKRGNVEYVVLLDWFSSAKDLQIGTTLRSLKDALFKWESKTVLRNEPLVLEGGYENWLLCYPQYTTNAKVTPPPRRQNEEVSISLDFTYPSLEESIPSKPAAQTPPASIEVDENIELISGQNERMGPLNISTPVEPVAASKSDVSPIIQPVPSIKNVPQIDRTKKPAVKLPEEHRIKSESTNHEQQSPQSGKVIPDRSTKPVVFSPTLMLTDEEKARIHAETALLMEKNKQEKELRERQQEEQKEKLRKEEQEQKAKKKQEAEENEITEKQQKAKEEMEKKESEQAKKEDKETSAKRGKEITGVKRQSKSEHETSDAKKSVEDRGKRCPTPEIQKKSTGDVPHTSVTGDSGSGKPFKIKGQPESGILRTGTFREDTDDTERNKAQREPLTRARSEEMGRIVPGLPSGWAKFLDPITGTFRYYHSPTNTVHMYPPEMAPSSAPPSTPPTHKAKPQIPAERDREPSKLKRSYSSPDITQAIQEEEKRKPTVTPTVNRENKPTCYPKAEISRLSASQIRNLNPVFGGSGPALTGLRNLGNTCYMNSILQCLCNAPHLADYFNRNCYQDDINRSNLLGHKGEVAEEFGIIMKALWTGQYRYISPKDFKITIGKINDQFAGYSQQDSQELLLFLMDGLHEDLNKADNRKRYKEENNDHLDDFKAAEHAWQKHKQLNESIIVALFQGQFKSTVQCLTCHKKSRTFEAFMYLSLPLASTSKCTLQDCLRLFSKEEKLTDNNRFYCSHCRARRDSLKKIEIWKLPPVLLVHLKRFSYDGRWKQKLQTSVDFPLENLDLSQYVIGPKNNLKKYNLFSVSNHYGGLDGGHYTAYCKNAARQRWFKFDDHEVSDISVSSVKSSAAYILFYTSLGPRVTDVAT
# UCHL1 inh = inhibitors of human UCHL1 deubiquitinase; Ubiquitin carboxyl-terminal hydrolase isozyme L1 (Homo sapiens), P09936; purified UCHL1, Ub-rhodamine cleavage fluorescence; inhibition, % at 20 µM; 47,000 compounds, 0.2% hits
# An asterisk follows results filed as active; i = inactive; / = no result given. Cut-off read from the data, not from the text of the source: active = inhibition above about 30%; inactive = the rest.
USP17 inh	USP30 block	OTUD3 block	USP28 inh	USP10 inh	USP7 block	Structure	USP8 block	UCHL1 inh
/	-6	-3	5	-2	2	C[C@H]1CN(C(=O)Nc2ccc3c(c2)CCC3)C[C@@H]1c1nc(-c2cccnc2)no1	1	3
33*	1	7	14	1	2	O=C(NCc1ccc(F)cc1)c1ccc(N2CCCC2)nn1	-1	0
-3	-1	-6	-6	2	3	CC1CN(S(=O)(=O)c2ccc(F)cc2)Cc2ccccc2N1C (stereo not drawn)	-2	-1
13	21	11	9	1	8	CN(Cc1ccccc1)C(=O)CN1CCC2(CCC1=O)NC(=O)c1ccccc1N2 (stereo not drawn)	15	2
-14	-3	4	-3	0	4	Cc1cc(C)nc(N2CCC(N(CCN(C)C)C(=O)c3ccc4c(c3)OCO4)CC2)n1	16	1
-35	-123	-23	-40	-4	-13	Cc1nc(NCc2ccco2)nc2c1COCC21CCN(C(=O)C2CCC2)C1 (stereo not drawn)	-23	-12
-18	-101	-20	-27	-4	-6	CCc1ccc(N(C(=O)CCN2CCc3ccccc32)C(C(=O)NCc2ccccc2)c2ccc(F)cc2)cc1 (stereo not drawn)	-8	1
15	32*	15	15	56*	-10	Cc1ccc(Cl)cc1NC(=O)Cn1c(=O)n(CCC(=O)NCc2ccco2)c(=O)c2ccccc21	64*	5
-136	i	-187	-246	-6	-28	Cc1cnc2nc3c(cc2c1)CN(S(=O)(=O)c1cccc2cccnc12)CC3	-166	-26
28	5	0	10	5	3	c1ccc2c(c1)CCN(c1nc3cc4c(cc3s1)OCO4)C2	33*	1
-16	-29	-11	41*	-4	-4	O=C(NCc1ccccn1)C1CCN(c2cncnc2N2CCCCC2)CC1	-12	-3
-7	-16	-11	-6	0	-7	CC(C)(C)NC(=O)C1Cc2ccccc2CN1C(=O)c1cc(Cl)cc(Cl)c1 (stereo not drawn)	0	-1
13	8	7	3	2	3	CCn1nccc1C1CCCN1C(=O)Nc1ccc(OC)cc1OC (stereo not drawn)	17	3
17	-13	-2	-7	3	1	Cc1ccc(C(=O)Nc2nccnc2C(=O)NCc2ccc3c(c2)OCO3)cc1	-83	2
-19	-52	-5	-14	-1	-60	O=C(COc1ccccc1Cl)NCC(c1ccco1)N1CCOCC1 (stereo not drawn)	22	6
3	6	7	5	0	2	CCNC(=O)N1C[C@@H]2OCC(=O)N(Cc3ccccc3)[C@@H]2C1	14	0
-13	-8	-9	-4	-1	-1	CC1[C@@H]2[C@@H](C(=O)N3CCOCC3)C[C@H](CN1C(=O)c1cccc(N3CCOCC3)c1)N2C (stereo partly drawn)	5	-6
-2	-70	-5	-16	-8	-7	Cn1cc(C(=O)N2C3CCC(C3)[C@H]2COc2ccc(F)cc2)cn1 (stereo partly drawn)	11	-7
-13	-27	-20	-17	-7	-18	CC(O)C(O)/C=C/c1cccc(O)c1C=O (stereo not drawn)	-13	-7
-7	-14	-7	-10	-1	0	Cc1ccccc1-c1nnc(CN2CCN(Cc3ccccc3)CC2)o1	2	-1
-7	-71	-23	-21	-3	0	CN(C)c1ccc(C(CNC(=O)c2cccc(S(=O)(=O)N3CCOCC3)c2)c2c[nH]c3ccccc23)cc1 (stereo not drawn)	-19	-4
0	-19	-5	-13	-4	-1	COc1cccc(-c2cn[nH]c2C2CCCN2CC(=O)N2CCOCC2)c1 (stereo not drawn)	0	-2
22	-184	-45	-43	-4	-10	CCCc1nc2ccccc2n1CC(=O)NCCc1ccc(S(N)(=O)=O)cc1	24	-15
-11	-6	-3	-9	-2	-6	Cc1cccc(N2C(=O)c3ccccc3NC2c2c(C)nn(C3CCS(=O)(=O)C3)c2Cl)c1 (stereo not drawn)	-17	0
/	-12	-14	-25	-3	2	CC1CCN(S(=O)(=O)c2ccc(-c3noc(CCC(=O)NC4CCCC4)n3)cc2)CC1	-33	-4
1	2	0	-7	0	0	CCn1c(=O)[nH]c2c(C(=O)N3CCCC(C)C3)snc2c1=O (stereo not drawn)	1	-1
6	7	15	7	1	9	c1ccc(CC2CCN(Cc3cccc4ccccc34)CC2)cc1	11	3
9	10	8	39*	6	7	Cc1nc(-c2ccc(NC(=O)N3CCC(Cc4ccccc4)CC3)cc2)no1	13	7
17	18	11	34*	10	7	CC1CCc2cc(F)ccc2N1S(=O)(=O)c1cc(Br)cnc1N (stereo not drawn)	10	9
-6	0	3	4	1	0	CC(=O)c1cccc(NC(=O)CC2SC(N3CCCCC3)=NC2=O)c1 (stereo not drawn)	9	0
-13	-40	-4	-12	-2	-2	CCn1c(CN(C)C(=O)Nc2cccc(F)c2)nc2cc(C(=O)N(C)C)ccc21	-26	-5
1	12	0	2	-1	-5	CC(=O)N1CCc2c([nH]c3ccccc23)C1	3	1
6	-22	1	-2	-3	2	O=C1CCCN1CCCNc1ncnc2c1[nH]c1ccccc12	4	-1
62*	44*	20	8	2	0	CSc1nc2ncc3c(=O)n(CCc4ccccc4)ccc3n2n1	16	3
-2	0	0	-6	-1	0	Cc1nc(-c2ccnn2C)cc(C2CCCN(S(C)(=O)=O)C2)n1 (stereo not drawn)	-4	-5
2	9	8	0	0	3	COc1cccc(OC)c1C(=O)NCCS(=O)(=O)N1CCN(c2ncccn2)CC1	3	0
-11	-13	-14	-5	-1	-8	O=C(Cn1c(=O)[nH]c2ccccc2c1=O)N1CCC(O)(c2cccc(C(F)(F)F)c2)CC1	-5	-3
11	6	8	5	2	8	CCOC(=O)c1cc(-c2ccccc2)sc1NC(=O)c1ccccc1Cl	9	4
-7	-13	1	11	-3	1	N#Cc1ccccc1NC(=O)COC(=O)CCCc1c[nH]c2ccccc12	-10	-1
7	28	8	8	1	1	O=C(c1cccnc1)N1Cc2ccnn2CC(COc2cccnc2)C1 (stereo not drawn)	-17	0

# Exported as labelled records: entries from further up
smiles: O=C1CCCN1CCCNc1ncnc2c1[nH]c1ccccc12
  USP17 inh: 6
  USP30 block: -22
  OTUD3 block: 1
  USP28 inh: -2
  USP10 inh: -3
  USP7 block: 2
  USP8 block: 4
  UCHL1 inh: -1

smiles: Cc1nc(-c2ccnn2C)cc(C2CCCN(S(C)(=O)=O)C2)n1 (stereo not drawn)
  USP17 inh: -2
  USP30 block: 0
  OTUD3 block: 0
  USP28 inh: -6
  USP10 inh: -1
  USP7 block: 0
  USP8 block: -4
  UCHL1 inh: -5

smiles: O=C(Cn1c(=O)[nH]c2ccccc2c1=O)N1CCC(O)(c2cccc(C(F)(F)F)c2)CC1
  USP17 inh: -11
  USP30 block: -13
  OTUD3 block: -14
  USP28 inh: -5
  USP10 inh: -1
  USP7 block: -8
  USP8 block: -5
  UCHL1 inh: -3

# Printed as active in USP28 inh, among the entries above:
USP17 inh	USP30 block	OTUD3 block	USP28 inh	USP10 inh	USP7 block	Structure	USP8 block	UCHL1 inh
-16	-29	-11	41*	-4	-4	O=C(NCc1ccccn1)C1CCN(c2cncnc2N2CCCCC2)CC1	-12	-3
9	10	8	39*	6	7	Cc1nc(-c2ccc(NC(=O)N3CCC(Cc4ccccc4)CC3)cc2)no1	13	7
17	18	11	34*	10	7	CC1CCc2cc(F)ccc2N1S(=O)(=O)c1cc(Br)cnc1N (stereo not drawn)	10	9

# New compounds follow
USP17 inh	USP30 block	OTUD3 block	USP28 inh	USP10 inh	USP7 block	Structure	USP8 block	UCHL1 inh
24	16	4	39*	10	-91	Cc1ccc(Cn2c(C(=O)O)c(CNCCC3=CCCCC3)c3ccccc32)cc1	21	1
-23	7	7	4	4	-27	CN(C(=O)COC(=O)c1cc(Cl)cc(Cl)c1N)C1CCCCC1	-84	-3
-11	-24	-8	-14	-2	-14	CCCc1nnc(-c2cc3ccccc3n2CC(=O)NCC2CCCO2)o1 (stereo not drawn)	-1	-7
-10	12	-3	-8	5	3	Cc1cccc(NC(=O)CN2CCn3c(cnc3C(F)(F)F)C2=O)c1	-5	0
-7	-21	-3	-7	-2	-1	CCCc1nc(C2CN(Cc3cnc(C)s3)CCO2)n[nH]1 (stereo not drawn)	-30	-2
10	15	10	3	7	9	COc1cccc(NC(=O)N[C@H]2C[C@@H](c3nc(C)no3)N(C)C2)c1	11	4
9	16	-7	0	19	11	Cc1ccc(S(=O)(=O)N2CCC3(CC2)OC(=O)Nc2ccccc23)cc1	35*	2
-59	-209	-56	-61	-4	-27	CSCC[C@H](NC(=O)OC(C)(C)C)C(=O)N1CCC(C(=O)N[C@H](C(=O)Nc2ccc(F)cc2F)C(C)C)CC1	-25	-20
6	15	13	18	0	4	Cc1cc(C(=O)N2CCC3(CC2)CNS(=O)(=O)c2ccccc2OC3)n[nH]1	-2	0
-177	i	-146	-188	-11	-133	CC(O)C1CCc2c3ccc(O)c4c3c(n21)C1=C(C4=O)[C@@H](C)O[C@H](CC(=O)O)C1 (stereo partly drawn)	-326	-154
27	29	21	16	0	4	Cc1cccc(CNC(=O)Cn2cc(-c3nnc(C)o3)c3ccccc32)c1	13	2
-118	-470	-87	-110	-7	-15	Cc1nccc(CN2CCc3nc4cc(-c5ccoc5C)[nH]n4c(=O)c3C2)n1	-136	-14
-6	-1	0	-8	0	-2	Cc1ccc(S(=O)(=O)N2CCCC2c2nc(C)c3c(n2)N(C)C(=O)CC3)cc1F (stereo not drawn)	-3	-5
-9	-5	-1	-2	1	-3	Cc1nc(N2CCN(c3ccccc3F)CC2)[nH]c(=O)c1C	1	0
14	-170	-24	-15	-5	-11	CCn1cc(C(=O)NC(C)c2ccc(F)cc2)c(=O)c2ccc(C)nc21 (stereo not drawn)	-7	-15
-11	-5	0	-6	1	0	CC(C)CS(=O)(=O)N1C[C@H]2C[C@H](C(=O)N3CCN(C)CC3)[C@@H](C1)O2	-52	-1

# An excerpt from above in order of length of the SMILES, low to high:
USP17 inh	USP30 block	OTUD3 block	USP28 inh	USP10 inh	USP7 block	Structure	USP8 block	UCHL1 inh
-7	-14	-7	-10	-1	0	Cc1ccccc1-c1nnc(CN2CCN(Cc3ccccc3)CC2)o1	2	-1
-10	12	-3	-8	5	3	Cc1cccc(NC(=O)CN2CCn3c(cnc3C(F)(F)F)C2=O)c1	-5	0
-18	-101	-20	-27	-4	-6	CCc1ccc(N(C(=O)CCN2CCc3ccccc32)C(C(=O)NCc2ccccc2)c2ccc(F)cc2)cc1 (stereo not drawn)	-8	1

# Later entries.
USP17 inh	USP30 block	OTUD3 block	USP28 inh	USP10 inh	USP7 block	Structure	USP8 block	UCHL1 inh
1	1	-1	-4	0	-3	CCOc1ccccc1C(=O)NC(C)C(=O)N1CCN(c2ccccn2)CC1 (stereo not drawn)	1	-4
-8	-5	0	25	5	1	Cc1ccc2nc(CCc3ccc(NS(=O)(=O)c4cc(F)ccc4F)cc3)[nH]c2c1	-4	1
41*	-18	-8	-2	1	2	Cc1ccc2nc(-c3cc4ccc(C)c(C)c4[nH]c3=O)c(NC3CCCC3)n2c1	3	-4
-19	-66	-15	-12	8	0	Cc1ccc(CS(=O)(=O)c2cn(CC(=O)NCc3ccccc3)c3ccccc23)cc1	6	-6

# Looked up by structure from the list above:
USP17 inh	USP30 block	OTUD3 block	USP28 inh	USP10 inh	USP7 block	Structure	USP8 block	UCHL1 inh
41*	-18	-8	-2	1	2	Cc1ccc2nc(-c3cc4ccc(C)c(C)c4[nH]c3=O)c(NC3CCCC3)n2c1	3	-4
-8	-5	0	25	5	1	Cc1ccc2nc(CCc3ccc(NS(=O)(=O)c4cc(F)ccc4F)cc3)[nH]c2c1	-4	1
1	1	-1	-4	0	-3	CCOc1ccccc1C(=O)NC(C)C(=O)N1CCN(c2ccccn2)CC1 (stereo not drawn)	1	-4
